HSF1 activator: HSF-1 activators, primary screen, NIH3T3-HGL cells, MG132 stress, luminescence, single point. 1.7% of 300,000 active. NIH3T3-HGL HSF-1 luciferase reporter, 8 h; 100% = twice DMSO control signal. activation, % at 9 µM. AID 504408, 2011;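 active = mean replicate activation of at least 50% with a set share of replicates each reaching 50%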;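 note: 0% = median of the neutral control wells and 100% = twice that signal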
HIF act: HIF pathway transcriptional activators, primary screen, cell-based, U2OS HRE-luciferase, luminescence | AID 1910, 2009 | activation, % at 7.5 µM (by protocol) | U2OS HRE-luciferase reporter; normalized: DMSO 0%, desferrioxamine 100% | 0.32% of 300,000 active;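 active = mean activation of at least 10% of the iron chelator positive control signal, with at least half of replicates also reaching 10%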
GSK3 alpha inh: blockers of GSK3A enzyme activity – biochemical, luminescence, cell-free homogeneous, HTS, primary screen; GSK-3 alpha kinase, ADP-Glo luminescence, 60 min; Glycogen synthase kinase-3 alpha (Homo sapiens), P49840; inhibition, % at 10 µM; 0.1% of 320,000 active; AID 2650, 2010;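 in the data active = inhibition above about 50%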;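 note: GST-tagged GSK-3 alpha with peptide substrate and 25 µM ATP; 0% = DMSO neutral wells and 100% = GW8510 positive control wells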
Target sequence (P49840 whole entry, looked up): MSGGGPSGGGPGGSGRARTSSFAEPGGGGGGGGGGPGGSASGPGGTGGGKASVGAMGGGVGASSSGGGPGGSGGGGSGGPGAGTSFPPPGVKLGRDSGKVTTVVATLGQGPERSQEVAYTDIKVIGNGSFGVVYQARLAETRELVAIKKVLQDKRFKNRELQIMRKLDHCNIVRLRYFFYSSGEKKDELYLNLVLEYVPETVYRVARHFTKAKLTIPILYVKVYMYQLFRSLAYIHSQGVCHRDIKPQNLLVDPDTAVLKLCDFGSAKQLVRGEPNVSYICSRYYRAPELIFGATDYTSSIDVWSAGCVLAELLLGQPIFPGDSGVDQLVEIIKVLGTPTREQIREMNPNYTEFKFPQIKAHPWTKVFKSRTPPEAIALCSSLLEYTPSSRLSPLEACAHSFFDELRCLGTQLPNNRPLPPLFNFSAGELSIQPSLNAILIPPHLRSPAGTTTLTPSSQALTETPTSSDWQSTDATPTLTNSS
IEC-6 tox: cytotoxicity in IEC-6 intestinal epithelial cells, primary screen, cytotoxicity control for KLF5 inhibitor project, cell-based, luminescence | IEC-6 cytotoxicity, luminescence viability | inhibition, % at 5 µM | 0.78% of 290,000 active; in the data active = inhibition above about 22%;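 note: 0% = plate median of test compound wells and 100% = cytotoxic reference compound wells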
HSF1 inhib: HSF1 inhibitors in luciferase reporter cells, primary screen, cell-based, NIH3T3, luminescence; NIH3T3-HGL HSE-luciferase, MG132-induced, luminescence 8 h; hits give low values; activity change, negative = inhibition, % at 7.5 µM (by protocol); 0.77% of 300,000 active; AID 2098, 2009;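 active = more than half of replicate wells show activity change below -50%, luminescence cut by over half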;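 note: luciferase reports HSF-1 transcriptional activity via heat shock element; 0% = median of DMSO wells and -100% = zero luminescence signal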
HSP90 inh: HSP90 inhibitors, primary screen, cell lysate, luminescence. Heat shock protein HSP 90 (rabbit reticulocyte lysate; luciferase refolding). inhibition, % at 5.6 µM. Rabbit reticulocyte lysate, luciferase refolding luminescence, 3 h. 0.91% of 290,000 active;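 active = inhibition above the screen-wide mean plus 3 SD, computed separately per campaign, cut at about 16% in these data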;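 note: 0% = DMSO wells and 100% = 60 µM geldanamycin wells; inhibitors lower the luminescence because luciferase stays unfolded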
aSyn 5UTR inh: MLPCN primary screen, SNCA 5' untranslated region; AID 1813, 2009; alpha-synuclein 5'UTR reporter, inhibitor activity; inhibition, % (tested at 7.5 µM); 0.82% of 300,000 active; in the data active = inhibition above about 60%;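 note: H4 neuroglioblastoma cells stably carrying SNCA 5'UTR luciferase fusion; 0% = DMSO wells and 100% = positive control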
AI-2 QS modul: Vibrio harveyi AI-2 quorum sensing modulators, primary screen, JMH597 strain, luminescence/OD600 ratio; Vibrio harveyi JMH597 AI-2 luminescence/OD600 ratio, 9 h; hits give low values; strain lacks LuxN and CqsS sensors; 0 = neutral-control median; activity change, % at 7.5 µM; 0.4% of 300,000 active; AID 2094, 2009; in the data active = activity change below about -75%, passing the limit was not always enough;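 note: luminescence divided by OD600 gain over 9 h not by final OD600 alone; inactives centre near 13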
GSK3beta inhib: human GSK3beta kinase inhibitors, primary screen, biochemical, cell-free homogeneous, HTS | Glycogen synthase kinase-3 beta (Homo sapiens), P49841 | GST-GSK3beta kinase, ADP-Glo luminescence, 60 min; hits give low values | activity score (negative = inhibition), % at 10 µM | 0.038% of 300,000 active;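 active = more than half of replicate wells score below -50%, meaning over 50% inhibition versus plate controls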;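 note: 0% = median DMSO wells and -100% = median GW8510 positive control wells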
Target sequence (P49841 whole entry, looked up): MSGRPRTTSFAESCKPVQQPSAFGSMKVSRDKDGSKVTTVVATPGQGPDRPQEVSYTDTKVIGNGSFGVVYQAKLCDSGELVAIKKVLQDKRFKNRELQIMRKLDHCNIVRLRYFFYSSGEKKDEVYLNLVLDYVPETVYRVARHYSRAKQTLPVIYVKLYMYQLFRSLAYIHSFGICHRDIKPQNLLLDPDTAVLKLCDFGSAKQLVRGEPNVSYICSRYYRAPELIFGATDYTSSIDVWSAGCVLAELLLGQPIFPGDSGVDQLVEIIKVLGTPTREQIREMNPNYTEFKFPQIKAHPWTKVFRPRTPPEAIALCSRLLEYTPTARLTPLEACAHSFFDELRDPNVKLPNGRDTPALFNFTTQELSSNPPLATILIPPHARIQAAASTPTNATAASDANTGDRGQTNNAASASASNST
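test system = GST-tagged human GSK3beta kinase, cell-free | reagent = 25 µM ATP with peptide substrate | dosing = one dose of 10 µM per compound | schedule = 60 min reaction, RT | detection = luminescent ADP-Glo measurement of ADP formed | control set = DMSO neutral wells and GW8510 at 20 µM as positive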
KLF5 inh: KLF5 expression inhibitors, primary screen, DLD-1 cells, luminescence | DLD-1 KLF5 promoter-luciferase reporter | inhibition, % at 5 µM | 0.23% of 290,000 active;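 active = inhibition above a per-plate limit of that plate's mean compound inhibition plus 3 SD, cut at about 60% in these data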;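 note: 0% = DMSO wells and 100% = LY294002 at 200 µM; higher means less KLF5 promoter-driven luciferase light; inactives centre near -14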
Active calls of the source: *; . = not tested or not shown.

SMILES	HSF1 activator	HIF act	GSK3 alpha inh	IEC-6 tox	HSF1 inhib	HSP90 inh	aSyn 5UTR inh	AI-2 QS modul	GSK3beta inhib	KLF5 inh
CCc1ccc(NC(=O)CCN2C(=O)c3cccnc3C2=O)cc1	-8	-0.1	-5	2	-2	2	13	22	1	-17
O=C(Nc1ccccc1)c1ccc(=O)[nH]n1	15	-3.6	2	4	-4	-3	6	21	0	-13
Cc1ccccc1C(=O)OCCCN=C1NS(=O)(=O)c2ccccc21	11	-17	2	0	-2	0	-12	15	1	-6
CC(=O)N1CCOc2ccc(S(=O)(=O)N3CCC(C(=O)Nc4ccc(C)cc4C)CC3)cc21	15	-0.4	0	5	-7	5	17	6	0	-26
O=S(=O)(c1ccccc1)N1CCN=C1SCc1ccc(Cl)cc1	4	-0.1	0	3	1	1	7	4	2	-6
S=C(NCCc1ccccc1)N/N=C/c1ccccc1Cl	24	0.6	0	3	17	-1	-8	3	1	-24
O=C1CC(C2CCCO2)C(=O)N1c1ccccc1 (stereo unspecified)	14	0.1	-4	-5	-3	-3	2	9	-3	-25
COc1ccc(NC(=O)N2CCCC(c3nc(-c4ccc(OC)cc4)no3)C2)cc1 (stereo unspecified)	-18	2.5	-5	10	-16	21*	-94	19	2	-37
CCOC(=O)N1CCN(S(=O)(=O)N2CCCC(C(=O)NCc3ccccc3Cl)C2)CC1 (stereo unspecified)	-64	.	.	-3	-53*	2	4	12	-4	-45
CCCc1nnc(NC(=O)C2CCCO2)s1 (stereo unspecified)	1	0.5	-3	6	-6	2	-12	2	-2	-34
O=C(NCCc1ccccc1)C1CCCN(c2nc3ccccc3s2)C1 (stereo unspecified)	-3	-0.2	-1	1	-1	-5	4	-1	1	-10
Cc1onc(-c2ccccc2)c1C(=O)Nc1ccc(S(=O)(=O)NC(C)(C)C)cc1	-8	-1.2	0	2	-6	2	12	21	2	-4
Cc1nc2sc3c(c2c(=O)n1NC(=O)CCl)CCCC3	.	-1.6	0	11	.	-1	-6	16	3	6
CC(C)c1ccc(C2C3CSCC=C3C(C#N)=C(N)C2(C#N)C#N)cc1 (stereo unspecified)	19	.	3	-9	16	0	-84	33	-3	-7
CNC(=O)c1ccc(-c2sc3nc(N4CCOCC4)c4c(c3c2N)CC(C)(C)OC4)o1	18	-21	-5	-3	5	-3	13	20	1	-3
Cc1cc(C(=O)NC2CC(C)(C)Cc3c2cnn3-c2ccccc2C)c(C)o1 (stereo unspecified)	2	-0.4	6	4	-3	1	5	51	3	-16
O=C(COC(=O)/C=C/c1ccccc1)Nc1nnc(-c2ccccc2)o1	-13	-0.6	-1	.	-4	.	7	52	1	.
COc1ccc(NC(=S)NCC2CCCO2)c(C)c1 (stereo unspecified)	2	.	-3	1	-2	2	-13	12	1	-14
Cc1ccc(Cl)cc1N1CCN(C(=O)c2cn(C)c(=O)c3c2c2ccccc2n3C)CC1	34	-0.3	-1	3	17	9	45	21	2	6
CCC(C)c1ccc(NC(=O)c2c([N+](=O)[O-])cnn2CC)cc1 (stereo unspecified)	0	0.5	0	0	-4	1	-32	15	0	-37
O=C(Nc1ccc(F)cc1)/C(=C1/CCCCCN1)[N+](=O)[O-]	15	-0.1	-1	-12	-4	-5	2	-3	-1	-13
O=c1[nH]c(=O)n(-c2cc(Br)c(O)c(Br)c2)cc1Br	14	1.0	-2	-2	0	1	-5	4	1	-18
CNC(=S)Nc1cc(OC)ccc1OC	9	0.0	-3	-2	0	-2	13	4	2	-52
CN(C)S(=O)(=O)Nc1ccc(Br)cc1F	8	-0.2	2	0	1	-4	8	7	-3	-22
CCOC(=O)c1ccc(NC(=O)c2ccc(CN3CCc4ccccc4C3)cc2)cc1	14	1.2	0	2	2	-1	12	7	2	4
SMILES	HSF1 activator	HIF act	GSK3 alpha inh	IEC-6 tox	HSF1 inhib	HSP90 inh	aSyn 5UTR inh	AI-2 QS modul	GSK3beta inhib	KLF5 inh
Cc1cccc(CSc2nnc(-c3cccs3)n2Cc2ccco2)c1	13	-0.3	1	-1	11	-1	10	9	3	-4
O=C(NCCc1ccccc1)c1cccc(S(=O)(=O)NCc2ccccc2)c1	-8	1.3	-2	.	-2	.	-22	-28	3	.
O=c1c(-c2cccc(Cl)c2)c[nH]n1-c1ccccc1	7	-12	-4	0	2	-4	-75	24	3	-56
Cc1cc(C)c(S(C)(=O)=O)c(S(=O)(=O)c2ccc(Cl)cc2)n1	.	0.0	-3	-5	.	2	-87	14	1	-43
CCOc1ccc(S(=O)(=O)NCCC(=O)NCC2(N3CCCCC3)CCCCC2)cc1	1	0.2	0	0	-9	5	10	-6	-1	-18
O=C(CCc1ccccc1)NNC(=O)c1ccccc1F	-5	-0.4	-3	-4	1	-3	-11	8	2	-6
COc1cccc(NC(=O)c2cc3c(=O)n4ccccc4nc3n(CC(C)C)c2=N)c1	2	0.2	-2	-7	-7	4	-20	16	1	-33
NS(=O)(=O)c1ccc(CCNC(=O)c2cc(-c3ccccc3)nc3ccccc23)cc1	64*	0.4	1	1	21	-5	6	-4	-3	-5
CC(C)CN(C(=O)CSc1nnc2ccccn12)c1c(N)n(CC(C)C)c(=O)[nH]c1=O	-10	0.1	2	-7	-5	3	10	20	1	-38
C=CCN1C(=O)c2ccccc2Sc2ccc(C(=O)NCCC)cc21	29	0.1	1	-2	7	-7	25	22	-3	-24
NC(=O)CC(NC(=O)OCc1ccccc1)C(=O)O (stereo unspecified)	-14	0.6	-1	2	-4	3	28	-12	0	-1
COC(=O)c1nnn(CC(=O)Nc2cccc(Cl)c2C)c1C(=O)OC	8	-39	0	-2	-6	9	-16	23	-1	-3
Cn1nc(C(F)(F)F)c(-c2ccc(F)cc2)c1NC(=O)Nc1ccc(F)cc1	41	-1.6	-2	-2	1	3	1	7	0	-25
COCCNC(=O)Cn1cc(C(=O)c2ccco2)c2ccccc21	0	-0.4	-1	-3	-7	-4	29	-4	2	9
CC(=O)N1Cc2[nH]c3ccccc3c2CC1C(=O)O (stereo unspecified)	5	0.8	.	-4	1	1	5	15	-3	-3
Oc1cccc(C(O)CNCc2ccc(OCc3ccc(Cl)cc3Cl)cc2)c1 (stereo unspecified)	10	-0.1	0	-5	13	0	0	36	-2	-2
O=C(CO/N=C/c1ccccc1)N1c2ccccc2Oc2ccccc21	7	-0.4	-1	4	-7	16*	-7	22	-1	0
O=C(Cn1cnc2c(nnn2Cc2ccc(F)cc2)c1=O)OCc1ccccc1	6	.	-2	-4	4	-5	-17	22	1	-6
Cc1cc(C)cc(NC(=S)NCCc2c[nH]c3ccccc23)c1	13	0.1	3	5	4	0	-35	28	0	-14
Clc1ccc(CNc2ccc(N3CCN(Cc4ccccc4)CC3)cc2)cc1	-9	0.5	-1	9	-5	-4	2	-16	-1	-23
O=C(Nc1ccc(N2CCN(c3ccccc3)CC2)c(F)c1)C1CC1	1	3.4	1	-11	6	-2	-14	3	2	-52
O=C(NCCc1ccccc1)C1CCN(S(=O)(=O)c2cccs2)CC1	7	0.2	-3	9	0	0	16	34	1	-1
O=C(NCCn1cc(SCC(=O)N2CCOCC2)c2ccccc21)c1c(F)cccc1F	-3	0.0	-1	2	2	-1	2	33	0	-24
COc1ccc(NS(=O)(=O)c2cc3c(cc2C)N(C(C)=O)CCO3)c(OC)c1	-6	-0.2	-3	-5	-1	1	17	15	-1	0
S=C(Nc1cccc(Cl)c1)NC1CC2CCCC(C1)N2C1CCCC1 (stereo unspecified)	-14	0.0	7	-3	7	-4	-9	2	-2	-19
CCOc1ccc(CNC(=O)CCCN2C(=O)C(c3ccccc3)Oc3cccnc32)cc1 (stereo unspecified)	15	-0.7	-3	5	2	0	22	21	8	-15
COc1ccc2[nH]c(=O)c(CN(CCN(C)C)C(=O)NCc3ccccc3)cc2c1	-1	-1.4	1	-7	-6	3	10	16	7	-7
CN(Cc1ccccc1)c1nc(-c2ccc([N+](=O)[O-])cc2)nc2ccccc12	-8	-0.4	3	-1	-8	-2	26	11	-3	0
COc1ccc(CCN2CC(C(=O)NCC3(O)CCCCC3)CCC2=O)cc1 (stereo unspecified)	-3	-0.5	-2	1	2	-1	-14	14	0	-36

An excerpt from above in order of molecular weight, falling.
SMILES	HSF1 activator	HIF act	GSK3 alpha inh	IEC-6 tox	HSF1 inhib	HSP90 inh	aSyn 5UTR inh	AI-2 QS modul	GSK3beta inhib	KLF5 inh
O=C(NCCn1cc(SCC(=O)N2CCOCC2)c2ccccc21)c1c(F)cccc1F	-3	0.0	-1	2	2	-1	2	33	0	-24
CCOc1ccc(S(=O)(=O)NCCC(=O)NCC2(N3CCCCC3)CCCCC2)cc1	1	0.2	0	0	-9	5	10	-6	-1	-18
NS(=O)(=O)c1ccc(CCNC(=O)c2cc(-c3ccccc3)nc3ccccc23)cc1	64*	0.4	1	1	21	-5	6	-4	-3	-5
COc1cccc(NC(=O)c2cc3c(=O)n4ccccc4nc3n(CC(C)C)c2=N)c1	2	0.2	-2	-7	-7	4	-20	16	1	-33
COc1ccc(NS(=O)(=O)c2cc3c(cc2C)N(C(C)=O)CCO3)c(OC)c1	-6	-0.2	-3	-5	-1	1	17	15	-1	0
O=C(NCCc1ccccc1)c1cccc(S(=O)(=O)NCc2ccccc2)c1	-8	1.3	-2	.	-2	.	-22	-28	3	.
COc1ccc(CCN2CC(C(=O)NCC3(O)CCCCC3)CCC2=O)cc1 (stereo unspecified)	-3	-0.5	-2	1	2	-1	-14	14	0	-36
S=C(Nc1cccc(Cl)c1)NC1CC2CCCC(C1)N2C1CCCC1 (stereo unspecified)	-14	0.0	7	-3	7	-4	-9	2	-2	-19
CN(Cc1ccccc1)c1nc(-c2ccc([N+](=O)[O-])cc2)nc2ccccc12	-8	-0.4	3	-1	-8	-2	26	11	-3	0
Cc1cc(C)c(S(C)(=O)=O)c(S(=O)(=O)c2ccc(Cl)cc2)n1	.	0.0	-3	-5	.	2	-87	14	1	-43
O=C(CCc1ccccc1)NNC(=O)c1ccccc1F	-5	-0.4	-3	-4	1	-3	-11	8	2	-6

From PubChem BioAssay
